TROY NFkB inh: inhibitors of TROY-driven NF-kB signaling, primary screen, Q293 LMP1-TROYcd cells, NF-kB luciferase, uHTS | Q293 LMP1-TROYcd NF-kB luciferase reporter, 4 h | inhibition, % at 10 µM | 0.98% of 360,000 active | AID 1347056, 2019;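 active = compounds whose plate-normalised and pattern-corrected inhibition of the luciferase reporter signal at the single screening dose is 50% or more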
NOD2 RIPK2 PPI: NOD2-RIPK2 binding disruptors in cells, primary screen, fluorescence, CHO cells, BLA complementation; Receptor-interacting serine/threonine-protein kinase 2 (Homo sapiens), O43353; CCF4 ratio; inhibition, % at 4.98 µM; 0.38% of 360,000 active; AID 624267, 2012; in the data active = inhibition above about 21%;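 note: 0% = vehicle only and 100% = reference blocker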
LMP1 NFkB inh: EBV LMP1-driven NF-kappaB luciferase reporter inhibitors, primary screen, cell-based, luminescence, single point | LMP1-induced NF-kappaB luciferase reporter cells | inhibition, % at 12.5 µM | 0.69% of 350,000 active | AID 504558, 2011; in the data active = inhibition above about 41%;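 note: 0% = neutral control wells and 100% = reference inhibitor control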
NR2F2 inh: NR2F2 transcriptional activity inhibitors, primary screen, cell-based, luciferase reporter, HEK293T, luminescence | inhibition, % at 8.6 µM | HEK293T NGFI-A luciferase reporter | 0.7% of 370,000 active;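 active = inhibition above a per-plate cutoff, mean inhibition of test wells between control levels plus 3 SD, cut at about 38% in these data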;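 note: cells cotransfected with COUP-TFII expression vector driving the NGFI-A reporter; 0% = median of COUP-TF2 test wells and 100% = reporter-only cells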
Target sequence (P24468 whole entry, looked up): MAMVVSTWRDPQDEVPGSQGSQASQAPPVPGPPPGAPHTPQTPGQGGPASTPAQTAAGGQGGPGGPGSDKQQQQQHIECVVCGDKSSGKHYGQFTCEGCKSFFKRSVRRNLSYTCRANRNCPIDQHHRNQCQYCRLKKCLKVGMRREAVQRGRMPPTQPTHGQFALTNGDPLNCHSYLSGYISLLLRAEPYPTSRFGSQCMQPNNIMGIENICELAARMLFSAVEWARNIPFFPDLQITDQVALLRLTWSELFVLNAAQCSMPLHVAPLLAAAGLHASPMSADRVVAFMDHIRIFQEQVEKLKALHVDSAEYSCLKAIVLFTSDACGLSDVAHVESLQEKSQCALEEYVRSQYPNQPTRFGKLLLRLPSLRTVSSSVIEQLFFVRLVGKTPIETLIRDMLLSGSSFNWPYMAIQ
TLR9-MyD88 block: inhibitors of TLR9-MyD88 association in cells, primary screen, cell-based, CHO, BLA complementation, fluorescence; AID 504734, 2011; inhibition, % at 4.98 µM; CCF4 FRET ratio; Toll-like receptor 9 (Homo sapiens) + Myeloid differentiation primary response protein …; 0.21% of 340,000 active;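 active = inhibition above the mean over all tested compounds plus 3 SD, cut at about 21% in these data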;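 note: 0% = DMSO only wells and 100% = clavulanate BLA inhibitor control wells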
LRH-1 inv ag: LRH-1 (NR5A2) inverse agonists, primary screen, cell-based, luminescence, HEK293T, StAR-luciferase reporter; Nuclear receptor subfamily 5 group A member 2 (Homo sapiens), O00482; LRH-1 transfected, 24 h; inhibition, % at 3.6 µM; 0.13% of 360,000 active; AID 602396, 2012;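 active = inhibition above the mean inhibition of all tested compounds plus 3 SD, cut at about 73% in these data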;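 note: 0% = DMSO wells and 100% = reporter-only cells lacking LRH-1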
Target sequence (O00482 whole entry, looked up): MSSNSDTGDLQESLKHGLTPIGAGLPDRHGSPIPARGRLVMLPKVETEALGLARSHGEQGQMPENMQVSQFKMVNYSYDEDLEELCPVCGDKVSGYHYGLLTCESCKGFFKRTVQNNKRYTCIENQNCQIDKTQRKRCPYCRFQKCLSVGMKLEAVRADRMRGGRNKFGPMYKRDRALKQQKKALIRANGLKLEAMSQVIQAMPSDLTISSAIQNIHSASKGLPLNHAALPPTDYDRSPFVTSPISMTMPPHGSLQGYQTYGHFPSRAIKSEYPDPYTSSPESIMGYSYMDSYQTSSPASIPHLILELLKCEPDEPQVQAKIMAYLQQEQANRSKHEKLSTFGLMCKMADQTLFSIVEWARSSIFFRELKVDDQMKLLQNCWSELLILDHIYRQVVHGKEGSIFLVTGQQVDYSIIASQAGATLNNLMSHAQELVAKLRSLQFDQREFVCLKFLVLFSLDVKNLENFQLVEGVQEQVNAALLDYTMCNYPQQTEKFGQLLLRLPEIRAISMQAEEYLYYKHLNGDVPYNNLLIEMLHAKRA
NCOA1 inh: SRC1 coactivator transcriptional activity inhibitors, primary screen, cell-based, luminescence; 0.12% of 360,000 active; Nuclear receptor coactivator 1 (Homo sapiens), Q15788; inhibition, % at 3.6 µM; HEK293 GAL4-SRC1 luciferase reporter;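 active = inhibition above the campaign mean plus 3 SD, with each screening campaign given its own cutoff, cut at about 60% in these data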;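 note: 0% = DMSO treated cells and 100% = gossypol at 36 µM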
SRC3 inh: SRC3 coactivator transcriptional activity inhibitors, primary screen, cell-based, luminescence | HEK293 GAL4-SRC3 luciferase reporter | AID 588352, 2011 | Nuclear receptor coactivator 3 (Homo sapiens), Q9Y6Q9 | inhibition, % at 3.6 µM | 0.17% of 360,000 active;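 active = inhibition above a per-campaign cutoff, the mean of all compounds plus 3 SD, cut at about 60% in these data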;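 note: 0% = DMSO-treated cells and 100% = gossypol-treated cells at 36 µM; higher means less SRC3-driven luciferase light from the GAL4 reporter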
C8 TRAIL sens: viability loss with TRAIL in NB7+C8 cells, primary screen, TRAIL sensitizer project, cell-based, ATPlite luminescence; inhibition (viability loss, TRAIL sensitization), % at 10 µM; 1% of 360,000 active;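 active = compounds causing at least 50% loss of cell viability in the single-dose screen, relative to plate controls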
SRC2 inh: inhibition of GAL4-SRC2 driven luciferase reporter, primary screen, SRC2 inhibitor project, cell-based, luminescence | HEK293 GAL4-SRC2 luciferase reporter | inhibition, % at 9 µM | 0.17% of 370,000 active;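 active = inhibition above the mean inhibition of all tested compounds plus 3 SD, set per campaign, cut at about 52% in these data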;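 note: 0% = DMSO treated cells and 100% = cells given Gossypol at 36 µM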
TWEAK-Fn14 inh: inhibitors of TWEAK-Fn14 signaling, primary screen, luciferase reporter cells, uHTS; inhibition, % at 10 µM; 2% of 360,000 active; TWEAK-stimulated Fn14 reporter cells, luciferase luminescence, 8 h; in the data active = inhibition above about 50%
Starred values were filed as active, the others as inactive; nt = no result given.

SMILES | TROY NFkB inh | NOD2 RIPK2 PPI | LMP1 NFkB inh | NR2F2 inh | TLR9-MyD88 block | LRH-1 inv ag | NCOA1 inh | SRC3 inh | C8 TRAIL sens | SRC2 inh | TWEAK-Fn14 inh
CN1/C(=C/C(=O)c2ccc(Cl)cc2)Sc2cc3c(cc21)OCO3 | -62.0 | 2.1 | -28.8 | -36.1 | 5.0 | -51.3 | -53.0 | -57.4 | 15.4 | -34.6 | -55.4
O=C(Nc1nnc(-c2ccc(Cl)cc2)o1)C1CCCCC1 | -17.9 | -7.1 | -13.1 | -17.6 | 3.5 | -9.5 | -10.6 | -22.8 | 1.2 | 2.3 | -4.0
COc1ccc(NC(=O)c2cc(-c3ccc(C)o3)nc3ccccc23)c(OC)c1 | -14.9 | -1.9 | nt | -14.1 | nt | -23.0 | -10.1 | -15.3 | 24.6 | -52.2 | -12.6
Cc1ccc(NC(=O)CSc2nc3ccccc3nc2N2CCOCC2)c(C)c1 | -4.6 | 5.0 | -31.1 | -7.9 | 9.7 | -5.5 | -40.0 | 5.4 | -19.1 | 3.2 | -11.4
Cc1ccc(S(=O)(=O)N2CCOCC2)cc1NC(=O)COC(=O)Cc1cccs1 | 7.3 | -9.1 | 1.3 | 5.2 | 0.9 | 9.8 | -2.1 | 9.9 | -19.9 | -7.3 | -2.0
O=C(NCCC(F)(F)F)c1cccc2c(-c3ccc(F)c(F)c3)coc12 | -27.7 | 3.0 | nt | -6.4 | nt | 0.9 | -0.6 | 2.2 | -15.5 | -7.8 | -6.2
Cn1cc(C(=O)Nc2ccc(Cl)c(Cl)c2)cn1 | -32.9 | -0.1 | 0.7 | -29.0 | 1.8 | -55.3 | -90.4 | -63.4 | -7.0 | -31.4 | 1.2
COc1ccc(NC(=O)NN2CCN(C)CC2)cc1 | -5.0 | -13.8 | 1.9 | -5.2 | -3.4 | -19.0 | -9.3 | 5.4 | 2.4 | 0.6 | 0.0
C[C@H](NC(=O)[C@H]1N2C(=O)c3ccccc3C2SC1(C)C)C(=O)N1CCC[C@H]1C(=O)O (stereo partly specified) | -0.7 | -2.6 | -6.9 | 4.9 | 1.4 | 13.4 | -10.5 | 5.3 | -1.6 | -19.5 | -0.5
C=CCn1c(C)cc(-c2csc(NC(=O)CCc3nc4ccccc4c(=O)[nH]3)n2)c1C | -13.2 | 5.5 | 6.0 | -4.0 | -17.1 | 0.5 | -1.4 | -34.7 | -5.7 | 14.1 | 2.2
O=C(NCc1cccnc1)C1CC(=O)N(C2CCCCC2)C1 (stereo unspecified) | -1.0 | 2.8 | -9.5 | -14.8 | -2.6 | -2.0 | -9.0 | -4.0 | -9.1 | 7.7 | -9.0
CC(C)CNC(=O)CC(=O)N/N=C/c1cccs1 | -0.7 | 4.8 | -11.1 | 4.4 | -3.7 | 20.0 | -10.2 | 4.7 | -5.1 | 21.8 | 16.1
C=CCn1c(CCCNC(=O)CCC)nc2ccccc21 | 15.9 | -14.4 | 2.7 | 6.0 | -10.0 | 9.2 | 0.9 | -8.0 | -20.4 | -31.4 | 0.8
Cc1cc(/C=C2\SC(=S)N(C)C2=O)c(C)n1-c1cccc(O)c1 | 9.8 | -5.0 | 12.7 | -5.2 | -2.1 | -29.1 | -6.5 | 46.2 | 20.0 | -21.9 | 92.5*
CCC(=O)N1CCN(c2ccccc2NC(=O)Cc2ccccc2)CC1 | 7.0 | -2.9 | -3.0 | -2.8 | -6.5 | 26.4 | 3.6 | 9.3 | 11.2 | -2.0 | -9.2
O=C(c1ccc2ccccc2n1)N1CCN(Cc2c(F)cccc2Cl)CC1 | 5.2 | -2.3 | -0.2 | 11.8 | -6.4 | -16.6 | 8.3 | -14.8 | -2.5 | -39.9 | 5.2
CN1CCN(c2cc(=O)n(Cc3ccc(F)cc3)c(=O)[nH]2)CC1 | 7.4 | -2.5 | 6.6 | 0.1 | -2.2 | 9.9 | 7.6 | 6.2 | -0.5 | -4.6 | -22.1
CCCCN(CC)C(=O)C1CCC(CNS(=O)(=O)c2cccc3nsnc23)CC1 (stereo unspecified) | 8.5 | -5.7 | 2.4 | 2.2 | 2.2 | 6.5 | 15.3 | 28.7 | 9.4 | 6.6 | 0.5
COC1=C/C(=C/c2c(N)n3nc(CC(=O)N4CCCC4)sc3nc2=O)C=CC1=O | -1.0 | 0.3 | -7.4 | -10.8 | 8.8 | 21.6 | 3.7 | 10.3 | -6.0 | -15.3 | -2.5
OCc1ccccc1Cn1ccnc1 | 15.0 | -3.4 | -4.0 | -15.9 | -2.9 | -24.1 | -2.0 | -0.2 | 2.4 | 3.0 | -2.7
Nc1cc(-c2ccco2)no1 | -12.9 | -14.2 | 6.7 | -4.4 | -6.4 | -6.3 | -9.3 | -1.9 | -2.1 | 1.2 | 3.9
CCOC(=O)c1ccc(-n2c(-c3ccco3)nc3ccccc3c2=O)cc1 | -0.1 | -0.2 | 5.3 | 2.1 | 12.1 | -5.1 | -13.1 | -7.5 | 21.8 | -48.9 | 3.2
CCn1cc(C(=O)NCc2ccco2)c(=O)c2cc(S(=O)(=O)N3CCc4ccccc4C3)ccc21 | 17.3 | -17.9 | 10.9 | 11.5 | -3.5 | 2.5 | 13.3 | 12.8 | 35.9 | 17.2 | 11.5
CC(=O)Nc1ccc(S(=O)(=O)NCCc2ccccc2)cc1 | -1.5 | -0.2 | -10.3 | -10.7 | 0.8 | 12.8 | -0.7 | 5.2 | -8.0 | -13.3 | 9.8
Cc1[nH]n(-c2ccccc2)c(=S)c1C=NCCCN=Cc1c(C)[nH]n(-c2ccccc2)c1=S | -6.7 | 3.9 | -3.1 | 12.7 | -11.7 | -9.9 | -5.2 | -4.0 | -4.1 | -14.6 | -8.7

Part of the list above, set out differently.
molecule	TROY NFkB inh	NOD2 RIPK2 PPI	LMP1 NFkB inh	NR2F2 inh	TLR9-MyD88 block	LRH-1 inv ag	NCOA1 inh	SRC3 inh	C8 TRAIL sens	SRC2 inh	TWEAK-Fn14 inh
OCc1ccccc1Cn1ccnc1	15.0	-3.4	-4.0	-15.9	-2.9	-24.1	-2.0	-0.2	2.4	3.0	-2.7
Nc1cc(-c2ccco2)no1	-12.9	-14.2	6.7	-4.4	-6.4	-6.3	-9.3	-1.9	-2.1	1.2	3.9

More results
SMILES | TROY NFkB inh | NOD2 RIPK2 PPI | LMP1 NFkB inh | NR2F2 inh | TLR9-MyD88 block | LRH-1 inv ag | NCOA1 inh | SRC3 inh | C8 TRAIL sens | SRC2 inh | TWEAK-Fn14 inh
Cc1cccc(-n2c(=S)[nH]c3nc4c(cc3c2=O)COC(C)(C)C4)c1 | -9.5 | 4.7 | nt | 11.9 | nt | 12.1 | -57.4 | 3.7 | -9.8 | 6.1 | -14.6
COc1ccc(S(=O)(=O)Nc2ccccn2)cc1C | 1.9 | -6.4 | -10.0 | 2.1 | -0.5 | -2.8 | -27.9 | 19.7 | 1.2 | -21.3 | 5.6
CCCn1c(SCC(=O)NCC2CCCO2)nc2c1c(=O)n(C)c(=O)n2C (stereo unspecified) | -1.9 | -9.9 | 4.0 | 3.2 | -2.6 | 1.5 | -2.1 | 7.1 | -1.1 | 9.7 | -1.9
c1ccc(SCCN2CCN(c3ccccc3)CC2)cc1 | -25.1 | 3.5 | -6.3 | -3.0 | 9.6 | -3.0 | -31.4 | -8.5 | 12.0 | -52.3 | 18.5
O=C(CN1CCN(c2ccccn2)CC1)Nc1nc2ccccc2s1 | -2.6 | 2.4 | 8.9 | 7.6 | 0.4 | 12.5 | -13.9 | -10.6 | 11.6 | -3.3 | -7.0
CCCCn1nnnc1C(c1cccs1)N1CCN(C/C=C/c2ccccc2)CC1 (stereo unspecified) | 1.2 | -16.6 | nt | 10.0 | nt | -2.4 | -3.5 | 17.2 | 10.5 | 3.2 | 2.1
CCCCc1ccc(NC(=O)CSc2nnc(C)c(=O)n2N)cc1 | -5.3 | -6.5 | 0.7 | -1.9 | -2.9 | 5.2 | 5.3 | 0.8 | 9.5 | 0.6 | -9.7
CN(Cc1ccccc1)S(=O)(=O)c1ccc2c(c1)OCCO2 | -28.8 | -11.8 | 13.9 | -12.6 | 5.1 | -17.9 | -8.9 | -5.6 | 6.9 | 6.4 | 5.6
COc1ccc(CNC(=O)NS(=O)(=O)c2ccc(C)cc2)cc1 | 10.3 | -13.6 | 2.2 | -2.5 | -8.9 | 2.4 | 1.3 | -7.0 | -13.2 | -8.6 | -16.2
Cc1cc(C)c(C(=O)Nc2ccc(S(=O)(=O)Nc3onc(C)c3C)cc2)c(C)c1 | -24.2 | 0.2 | 12.0 | 10.0 | 8.1 | -8.7 | -2.8 | -4.1 | -8.2 | -20.7 | -0.4
Cc1[nH]c2ccc(C(=O)OC(C)C(=O)N(C)c3ccccc3)cc2c1C (stereo unspecified) | 23.9 | -7.8 | -1.2 | nt | -5.1 | 2.3 | -0.5 | 13.5 | 11.7 | nt | 2.2
COc1ccc(CCNC(=O)CNC(=O)c2ccc(Br)o2)cc1OC | 7.7 | -7.1 | 1.5 | -8.4 | 3.0 | -34.1 | -4.3 | 0.5 | 1.9 | 13.9 | 1.1
COCCN(Cc1cc2cc3c(cc2nc1Cl)OCO3)C(=O)c1cccc(C)c1 | 19.8 | -15.8 | 16.5 | 2.4 | 2.0 | -3.2 | 8.7 | -7.6 | -9.8 | 11.1 | 8.2
S=c1[nH]nc(-c2ccc(Br)cc2)n1-c1ccc2c(c1)OCCO2 | 27.6 | -6.4 | 3.3 | 19.2 | -0.2 | 8.0 | -16.1 | -17.3 | -12.4 | -11.5 | 1.3
COc1ccc(NC(=O)C2CCCN(S(=O)(=O)c3ccc(Cl)cc3)C2)cc1OC (stereo unspecified) | 14.9 | 3.2 | -6.1 | -13.4 | -5.1 | -2.2 | 6.8 | 3.2 | -9.1 | -4.6 | -2.2
CC(OC(=O)C1CC1)C(=O)Nc1cccc(S(=O)(=O)N2CCOCC2)c1 (stereo unspecified) | -11.3 | -12.8 | 4.5 | -2.5 | -13.2 | -7.7 | -20.8 | 9.7 | -5.9 | -0.8 | -20.8
Cc1ccc(C(=O)NC(=S)NCC2CCCO2)cc1Br (stereo unspecified) | -73.9 | -5.3 | 2.4 | -33.8 | 1.3 | -71.5 | -51.5 | -60.1 | 9.7 | -25.3 | -43.0
COC(=O)CCN(C(=O)c1ccc(C)c([N+](=O)[O-])c1)c1ccccn1 | 8.0 | 1.1 | 4.4 | -6.5 | 13.7 | -1.8 | -31.7 | 24.9 | 3.2 | -2.1 | 6.5
CCS(=O)(=O)c1ccc2oc(SCC(=O)N3c4ccccc4CC3C)nc2c1 (stereo unspecified) | 17.4 | -13.4 | 2.1 | -3.1 | -7.4 | -5.5 | 8.4 | 15.3 | -18.6 | 13.0 | 15.8
O=C(O)CCn1[nH]c(=O)c2ccccc2c1=O | 44.4 | 0.3 | 18.3 | 3.2 | 0.9 | -12.9 | -3.0 | 1.4 | 6.1 | -16.1 | 20.3

Screening results from PubChem.

These rows are one share of the data; the hit share may differ from the screen's.
